KCNH2 3.1 inh – qHTS for Inhibitors of KCHN2 3.1: Mutant qHTS; Potassium voltage-gated channel subfamily H member 2, brain isoform KCNH2 3.1 (human); U2OS KCNH2 3.1, thallium flux FluxOr; stronger effect = lower value; activity change, % (tested at about 1.8 µM); 340,000 compounds, 0.95% hits;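 active = maximum activity change below -70%; inconclusive = maximum activity change from -70% to -50%; inactive = maximum activity change above -50%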;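 note: thallium influx rate constant from kinetic fluorescence after stimulation buffer; % is set by controls: 0 for no effect and ±100 for the full control effect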
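U2OS cells transduced with KCNH2 3.1 mutant virus (1.77 x 10^8 /mL, 4 h), plated overnight at 37 C, loaded 45 min with FluxOr dye plus Red40 quencher. Thallium flux rate constant from kinetic reads after stimulation buffer, normalised to controls.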
Mito fusion yeast – qHTS Assay for Small Molecule Inhibitors of Mitochondrial Division or Activators of Mitochondrial Fusion. S. cerevisiae fusion-defective mutant growth rescue, CellTiterGlo 48 h. Potency, µM (doses to about 46.1 µM), for inactives: at the top dose growth rescue (activation), hits mostly activators. 320,000 compounds, 0.23% hits. AID 485298, 2010;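 note: potency is the fitted concentration of half-maximal effect; % of control where 0% means no effect; nearly all actives have a fitted effect of over 45% in size; temperature-sensitive fusion mutants such as fzo1-1 at 37 °C on non-fermentable ethanol glycerol medium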
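Luminescent cell viability in 1536-well qHTS format served as the measure of rescued growth in ts fusion-mutant S. cerevisiae cultured on non-fermentable YPEG for 48 hours at 37C.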
NPC1 promoter act – qHTS Assay for NPC1 Promoter Activators. Potency, µM (highest dose often 9.22 µM), without a hit: top-dose activation, usual class: activators. Huh7 NPC1 promoter luciferase reporter, 24 h. 320,000 compounds, 2.4% hits;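 note: potency is the fitted concentration of half-maximal effect; % of control where 0% means no effect; nearly all actives have a fitted effect of over 60% in size; reporter is driven by a mutant NPC1 promoter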
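Stably transfected Huh7 (NPC1 promoter→luciferase), 1500 cells/well in Opti-MEM + 10% FBS, 2 h settle, then compound 24 h at 37 °C. Luminescence after 10 min with Amplite reagent.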
ELG1 DNA repair – qHTS screen for small molecules that inhibit ELG1-dependent DNA repair in human embryonic kidney (HEK293T) cells expressing luciferase-tagged ELG1. HEK293T ELG1-luciferase reporter, luminescence, 16 h; DNA damage induced by 5-fluorouridine. Potency, µM (doses to about 46.1 µM), for the others: top-dose activity change, negative = inhibition, hits mostly inhibitors. 330,000 compounds, 2.3% hits. AID 504467, 2011; note: potency is the fitted concentration of half-maximal effect; % is set by controls: 0 for no effect and ±100 for the full control effect; nearly all actives have a fitted effect of over 55% in size
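Step one: seed 2,000 cells per well. Step two: pin-transfer compound or DMSO alongside 5-fluorouridine. Step three: incubate 16 hr, 37 °C, 5% CO2. Step four: add ONE-Glo, wait 30 min, read luminescence.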
Gal4-VP16 FLuc – VP16 counterscreen qHTS for inhibitors of ROR gamma transcriptional activity. Drosophila S2 Gal4-VP16 UAS-luciferase, luminescence, 20 h. Potency, µM (series often up to 53.6 µM), for the others: at the highest dose activity, negative = inhibition, most hits filed as inhibitors. 310,000 compounds, 3.5% hits. AID 2546, 2010;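 note: Gal4-VP16 expression switched on by copper sulfate through the metallothionein promoter; potency is the fitted concentration of half-maximal effect; % is set by controls: 0 for no effect and ±100 for the full control effect; nearly all actives have a fitted effect of over 50% in size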
MBNL1-CUG inh – qHTS Assay for Inhibitors of MBNL1-poly(CUG) RNA binding; Muscleblind-like protein 1 (Homo sapiens), Q9NR56; TR-FRET MBNL1-His/biotin-(CUG)12 binding, 665/545 ratio; Potency, µM (titrated, usually from 57.5 µM), for inactives: at the top dose activity change, negative = inhibition, hits mostly inhibitors; 280,000 compounds, 0.036% hits; active = well fitted inhibition curve with a large enough effect in the signal ratio, with a control signal flat, not every such curve was filed as active; inconclusive = small, poorly fitted or top-dose-only effect, or effect the other way, or a change in a side signal; inactive = no such curve, though single readings can be large or run the other way; the % refers to the signal ratio; note: potency is the fitted concentration of half-maximal effect; % is set by controls: 0 for no effect and ±100 for the full control effect
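His-tagged MBNL1 binding to biotinylated (CUG)12 RNA was measured by TR-FRET using terbium anti-His antibody (0.055 ng/ul final) and streptavidin-XL665 (5 nM final). Compounds were titrated 92 nM to 58 uM; 60 min at room temperature.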
Menin-MLL TR inh – qHTS Assay for Inhibitors Targeting the Menin-MLL Interaction in MLL Related Leukemias: Competition With Texas Red Labeled MLL-derived Mutant Peptide; Potency, µM (titrated, usually from 61.6 µM), for the others: top-dose FP activity change, negative = inhibition, actives largely listed as inhibitors; O00255; Menin + Texas Red MLL mutant peptide, fluorescence polarization; 270,000 compounds, 0.23% hits; active = well fitted inhibition curve with a large enough effect in the polarisation, with a control signal flat, not every such curve was filed as active; inconclusive = small, poorly fitted or top-dose-only effect, or effect the other way, or a change in a side signal; inactive = no such curve, though single readings can be large or run the other way; the % refers to the polarisation; note: potency is the fitted concentration of half-maximal effect; % of control where 0% means no effect; many of its hits are not listed in these tables
PKM2 activator – qHTS Assay for Activators of Human Muscle isoform 2 Pyruvate Kinase; purified PKM2, Kinase-Glo ATP luminescence, activation; response scale: 0% is enzyme alone, no compound; Pyruvate kinase PKM (Homo sapiens), P14618; Potency, µM (highest dose often 57.5 µM), for the others: at the top dose activation, most hits filed as activators; 260,000 compounds, 0.34% hits; AID 1631, 2009; note: potency is the fitted concentration of half-maximal effect; % is set by controls: 0 for no effect and ±100 for the full control effect; nearly all actives have a fitted effect of over 55% in size
Target sequence (P14618 whole entry, looked up, canonical isoform): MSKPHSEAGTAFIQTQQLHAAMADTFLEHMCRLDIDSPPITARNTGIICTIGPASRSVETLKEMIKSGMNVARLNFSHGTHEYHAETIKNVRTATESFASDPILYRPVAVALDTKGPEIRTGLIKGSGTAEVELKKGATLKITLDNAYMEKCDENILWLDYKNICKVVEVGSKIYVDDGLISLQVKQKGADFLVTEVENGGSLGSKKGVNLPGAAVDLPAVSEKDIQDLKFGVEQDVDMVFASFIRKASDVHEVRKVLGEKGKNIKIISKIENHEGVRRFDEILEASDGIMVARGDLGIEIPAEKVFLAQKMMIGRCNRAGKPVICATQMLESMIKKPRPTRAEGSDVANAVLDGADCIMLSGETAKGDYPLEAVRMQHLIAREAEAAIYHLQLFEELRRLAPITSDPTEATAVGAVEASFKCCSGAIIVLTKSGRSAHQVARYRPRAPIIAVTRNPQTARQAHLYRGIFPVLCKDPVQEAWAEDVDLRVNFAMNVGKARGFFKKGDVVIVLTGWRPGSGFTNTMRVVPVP
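Purified hPK-M2 (>95% pure) converted ADP (0.1 mM final) to ATP with 0.5 mM PEP in 50 mM imidazole pH7.2, KCl, MgCl2, Tween 20, BSA; 1 h at room temperature. ATP detected by Kinase-Glo luminescence.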
RORg inh – qHTS for inhibitors of ROR gamma transcriptional activity | Nuclear receptor ROR-gamma (Mus musculus), P51450 | Drosophila S2 Gal4-RORgamma UAS-luciferase reporter, 20 h | Potency, µM (series often up to 53.6 µM), for the others: at the top dose activity change, negative = inhibition, actives largely listed as inhibitors | 310,000 compounds, 5.4% hits; note: potency is the fitted concentration of half-maximal effect; % is set by controls: 0 for no effect and ±100 for the full control effect; nearly all actives have a fitted effect of over 60% in size
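Schneider cells (Drosophila), stable Gal4 DBD–ROR gamma + UAS-luc; 1 hr cmpd preincubation; Cu2+ induction 700 uM final; 20 hr ambient; luminescence.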
Rab9 prom act – qHTS Assay for Rab9 Promoter Activators | Huh7 Rab9 promoter-luciferase reporter, luminescence, 24 h | Potency, µM (doses to about 9.22 µM), without a hit: at the top dose activation, negative = inhibition, most hits filed as activators | 320,000 compounds, 2.8% hits; note: potency is the fitted concentration of half-maximal effect; % of control where 0% means no effect; nearly all actives have a fitted effect of over 60% in size
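Measured in stably transfected Huh7 cells bearing a Rab9 promoter–luciferase construct: 24 h compound treatment at 37 °C, followed by luminescence detection.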
FLuc modulator – qHTS profiling assay for firefly luciferase inhibitor/activator using purifed enzyme and Km concentrations of substrates (counterscreen for miR-21 project); purified FLuc, Km substrates, luminescence inhibition; 360,000 compounds, 6.9% hits; Potency, µM (doses to about 57.5 µM), without a hit: at the highest dose activity change, negative = inhibition, most hits filed as inhibitors;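 note: potency is the fitted concentration of half-maximal effect; plate controls were vehicle for no effect and reference inhibitor for full effect; nearly all actives have a fitted effect of over 55% in size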
Target sequence (P08659 whole entry, looked up): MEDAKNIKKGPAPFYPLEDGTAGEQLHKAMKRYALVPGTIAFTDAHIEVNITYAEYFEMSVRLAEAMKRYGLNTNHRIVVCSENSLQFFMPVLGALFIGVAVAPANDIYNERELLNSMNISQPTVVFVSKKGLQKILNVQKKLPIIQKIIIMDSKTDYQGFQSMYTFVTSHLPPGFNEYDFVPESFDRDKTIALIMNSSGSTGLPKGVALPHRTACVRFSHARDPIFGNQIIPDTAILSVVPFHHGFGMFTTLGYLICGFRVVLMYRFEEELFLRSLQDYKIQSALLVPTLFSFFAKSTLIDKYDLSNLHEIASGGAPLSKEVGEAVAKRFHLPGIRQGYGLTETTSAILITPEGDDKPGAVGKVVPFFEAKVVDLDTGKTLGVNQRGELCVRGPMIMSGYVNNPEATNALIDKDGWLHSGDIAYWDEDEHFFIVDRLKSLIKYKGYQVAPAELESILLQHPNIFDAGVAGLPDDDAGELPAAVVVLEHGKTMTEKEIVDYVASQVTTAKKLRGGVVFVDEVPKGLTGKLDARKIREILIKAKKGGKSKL
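Purified P. pyralis luciferase (10nM final) with 10uM D-luciferin and 10uM ATP (Km levels) in 50mM Tris acetate pH 7.5, 10mM Mg acetate, 0.01% Tween-20, 0.05% BSA; qHTS 6-point titration, ~60 µM downward; luminescence read.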
Starred values were filed as active, the others as inactive; ? = inconclusive; · = no result given; [ ] = remark or other dose. Unless noted, calls come from the whole dose curve; as a rule, active = well fitted curve in the direction sought with a large enough effect; inconclusive = small, poorly fitted or top-dose-only effect, or another doubt; inactive = no such curve, though single readings can be large; an effect the other way counts as inactive or inconclusive. Not all compounds are listed; rates above refer to the full screens.

SMILES	KCNH2 3.1 inh	Mito fusion yeast	NPC1 promoter act	ELG1 DNA repair	Gal4-VP16 FLuc	MBNL1-CUG inh	Menin-MLL TR inh	PKM2 activator	RORg inh	Rab9 prom act	FLuc modulator
COc1ccc(N2CCN(S(=O)(=O)CCNC(=O)/C=C/c3ccccc3)CC2)cc1	7	1%	0%	20%	·	·	·	·	·	-2%	8%
O=C(Nc1ccc(S(=O)(=O)Nc2ccccc2)cc1)c1ccc(CN2CCOCC2)cc1	-1	2%	-32%[inhibitor]	-24%	-27%	-9%	?	-3%	?	-41%[inhibitor]	-4%
CCC(C(=O)NCCC(C)C)N(Cc1ccccc1Cl)C(=O)c1snc(C(N)=O)c1N (centres undefined)	-9	3%	-3%	?	-10%	20%	17%	-2%[11.5 µM]	10%	0%	0%
CC1CCC(NC(=O)CCS(=O)(=O)c2ccc3c(c2)NC(=O)C(C)S3)CC1 (centres undefined)	4	3%	0%	1%	2%	-1%	8%	0%	21%	2%	1%
C/C(=N/NC(=O)c1ccc(C)s1)c1cccc(NC(=O)c2ccoc2C)c1	29	6%	2%	?	1%	-8%	·	-2%	?	27%	17µM*
O=C(CSCc1ccc(F)cc1)NCc1ccco1	2	1%	0%	?	1%	-9%	4%	-7%	30%	10%	-8%
Cc1cc(C)c(S(=O)(=O)N2CCN(C(=O)c3cc(=O)[nH]c4ccccc34)CC2)c(C)c1	0	-4%	0%	?	·	·	·	·	·	-4%	-2%
O=C(c1ccco1)N1CCN(c2ncnc3scc(-c4ccccc4)c23)CC1	-9	6%	-1%	?	-17%	-5%	-11%	-14%	-15%	3%	2%
CCN(CC(=O)Nc1ccc(OC)cc1)C(=O)Cc1ccsc1	6	-4%	-2%	19%	·	·	·	·	·	-2%	-1%
O=C(NNC(=O)C12CC3CC(CC(C3)C1)C2)c1csc(N2CCOCC2)n1	3	12%	-2%	?	·	·	·	·	·	6%	?
CCOc1ccc(-c2nnc(SCC(=O)O)n2Cc2ccccc2)cc1	-5	2%	0%	-9%	-2%	-8%	34%[activator]	-1%	-7%	3%	-1%
CCCNC(=O)CCn1cc(-c2ccc(OC)cc2)nc1-c1ccncc1	11	0%	3%	8%	3%	-3%	12%	4%	14%	-1%	5%
Cc1cccc(C)c1NC(=O)CNc1ccccc1	-10	0%	0%	1%	5%	4%	7%	4%	41%	-3%	-1%
CCN(C(=O)COC(=O)c1cc(C)n(-c2ccc(F)cc2)c1C)C1CCS(=O)(=O)C1 (centres undefined)	-9	16%	2%	?	1%	0%	18%	-23%	?	-4%	-2%
COc1cc(Cl)ccc1OCc1cc(C(=O)N(C)CCc2cnn(C)c2)no1	-13	1%	?	?	-8%	1%	-7%	·	25%	?	12µM*

The list goes on; it opens with the 4 that closed the last part.
SMILES	KCNH2 3.1 inh	Mito fusion yeast	NPC1 promoter act	ELG1 DNA repair	Gal4-VP16 FLuc	MBNL1-CUG inh	Menin-MLL TR inh	PKM2 activator	RORg inh	Rab9 prom act	FLuc modulator
CCCNC(=O)CCn1cc(-c2ccc(OC)cc2)nc1-c1ccncc1	11	0%	3%	8%	3%	-3%	12%	4%	14%	-1%	5%
Cc1cccc(C)c1NC(=O)CNc1ccccc1	-10	0%	0%	1%	5%	4%	7%	4%	41%	-3%	-1%
CCN(C(=O)COC(=O)c1cc(C)n(-c2ccc(F)cc2)c1C)C1CCS(=O)(=O)C1 (centres undefined)	-9	16%	2%	?	1%	0%	18%	-23%	?	-4%	-2%
COc1cc(Cl)ccc1OCc1cc(C(=O)N(C)CCc2cnn(C)c2)no1	-13	1%	?	?	-8%	1%	-7%	·	25%	?	12µM*
CCOc1ccc(C(C)=O)cc1N1C(=O)C2C3C=CC(C3=C(C)C)C2C1=O (centres undefined)	-5	0%	-2%	?	0%	-9%	?	3%	-20%	0%	3%
O=S(=O)(c1ccc(F)cc1)N1CCN(S(=O)(=O)c2cccs2)CC1	·	1%	-4%	28%	-4%	-3%	·	?	2%	3%	0%
O=C(O)CSCC(=O)N1CCc2c([nH]c3ccccc23)C1C(F)(F)F (centres undefined)	-9	-8%	-2%	1%	1%	-7%	20%	·	17%	-1%	2%
COc1ccc(-n2c(CN3CCN(Cc4ccccc4)CC3)nc3ccc([N+](=O)[O-])cc3c2=O)c(OC)c1	-44	6%	-6%	6%	?	?	-28%	-8%	1%	9%	-5%
Cc1c(Cl)cccc1NC(=O)CNC(=O)c1ccc(F)cc1	-1	1%	-2%	?	-3%	-1%	0%	-3%	12%	0%	0%
Cc1ccc(C(N)=O)cc1S(=O)(=O)Nc1cccc(C)c1C	15	-8%	-5%	-4%	10%	-2%	10%	-3%	-20%	-6%	0%
C#CCSc1nc(=O)c2cccnc2n1-c1ccc(C)cc1	0	2%	2%	4%	0%	0%	·	3%	-9%	-2%	-1%
O=C(Nc1nncs1)C1CC(=O)N(CCc2ccc(F)cc2)C1 (centres undefined)	8	6%	3%	-1%	-1%	3%	-8%	-1%	8%	-2%	-1%
CC1CCCC(NC(=O)C2c3ccccc3C(=O)N2Cc2cccs2)C1C (centres undefined)	0	5%	-3%	-1%	8%	·	1%	-4%	-2%	3%	6%
CC1(C)C(=O)Nc2ccccc2N1C(=O)COC(=O)CSc1ccc(Cl)cc1	4	8%	0%	11%	·	·	·	·	·	-5%	·
O=S(=O)(Nc1ccccc1O)c1ccc(-c2ccccc2)cc1	-23	24%	-3%	?	?	-4%	?	26%	?	-1%	-14%
Cc1ccc(-c2c3c(=O)n(C)c(=O)n(C)c3cn2N2CCOCC2)cc1	13	3%	1%	1%	4%	3%	5%	-3%	13%	-2%	2%
CCCCOC(=O)/C=C/c1ccc(OC(=O)OC)c(OC(=O)OC)c1	2	-5%	-4%	?	?	?	-6%	0%	-15%	-4%	-1%
CC(Oc1cccc(Cl)c1)C(=O)Nc1cc(Cl)ccc1N1CCOCC1 (centres undefined)	12	?	-1%	?	·	·	·	·	·	0%	1%
CCC1(c2ccc(F)cc2)NC(=O)N(CC(=O)Nc2ccccc2C)C1=O (centres undefined)	-43	11%	0%	1%	4%	1%	·	·	-10%	0%	2%
Cc1ccc(OCC(=O)Nc2ccc(S(=O)(=O)Nc3onc(C)c3C)cc2)cc1	-17	1%	-1%	7%	-2%	-4%	13%	1%	2%	3%	-15%
Cc1ccc(OCCCC(=O)Nc2ccc(S(=O)(=O)Nc3cc(C)nc(C)n3)cc2)cc1	-1	-2%	-1%	-22%	0%	1%	-14%	2%	?	3%	0%
Cc1cc(C)n(C(=O)/C(C#N)=N/Nc2cc(Cl)cc(Cl)c2)n1	-6	-5%	-8%	16µM*	?	4%	?	1%	?	-12%	?
Clc1ccc2c(c1)nc1n2CCCC1	4	16%	-3%	3%	-19%	0%	-7%	1%	-12%	14%	?

Assay outcomes from PubChem BioAssay.
